Screens (PubChem)
MOR-DOR ag – agonists of human mu-delta opioid receptor heterodimerization; cells, OPRM1-OPRD1 heterodimerization, luminescence; AID 504326; activation, % at 9.3 µM; 0.3% of 340,000 active; P35372+P41143; in the data active means activation above about 18%;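 further: 0% = vehicle-treated cells and 100% = reference agonist; values of inactives mirror those of a sister screen read the other way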
OPRM1-OPRD1 inv – inverse agonist of human OPRM1-OPRD1 heterodimerization; P35372+P41143; cell-based MOR-DOR heterodimer luminescence, inverse agonism; inhibition, % at 9.3 µM; 0.21% of 340,000 active; AID 504357; in the data active means inhibition above about 22%, passing the limit was not always enough;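 further: 0% = cells with DMSO and 100% = wells without cells with DMSO; values of inactives mirror those of a sister screen read the other way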
Arr AP2 block – inhibitors of human beta-arrestin and AP2 interaction; AID 504490; inhibition, % at 10 µM; 0.31% of 340,000 active; FITC-arrestin peptide / GST-AP2 beads, flow cytometry; AP2 beta2 appendage carries R879A mutation;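 active means inhibition above a set limit, near 3 SD of compounds lacking own fluorescence, cut at about 54% in these data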;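 further: plate controls were DMSO wells for no effect and 5 µM unlabelled arrestin peptide for full effect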
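System: GST-tagged AP2 beta2-adaptin appendage (R879A) on 4 µm glutathione beads / Reagent: FITC-arrestin peptide, 50 nM / Detection: HyperCyt-sampled flow cytometry, FL1 channel, ex 488/em 535 nm / Timing: 12 min plus 1 h, RT / Buffer or medium: PBS plus Tween 20 (0.05%) and BSA (0.1%)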
HTR5A inv ctr – HTR5A inverse agonism, opioid heterodimer counter-screen; HTR5A cell line, luminescence; P47898; inhibition, % at 9.3 µM; 0.083% of 340,000 active; AID 504634; in the data active means inhibition mostly above about 23%, no sharp cut-off; inactive means mostly below about 18%;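 further: 0% = cells with DMSO and 100% = no-cell wells with DMSO; some compounds called inactive have numbers as strong as hits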
PKA-R2B act – activators of human PKA-R2B complex; PKA-R2B holoenzyme dissociation, Cy5-IP20 fluorescence polarization; R2B truncated from residue 108, S112A mutant; 0% DMSO only, 100% 113 µM cGMP; 0.079% of 340,000 active; P22694+P31323; activation, % at 11.4 µM;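 active means activation above a cutoff set at the mean over all compounds plus 3 SD, cut at about 18% in these data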;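 further: higher means more holoenzyme dissociation and a rise in polarization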
DAGLB inhibitor – blocks human DAGLB lipase activity | Q8NCG7 | HEK293T DAGLB membrane lysate, EnzChek fluorogenic substrate | inhibition, % at 5.17 µM | 0.059% of 340,000 active; in the data active means inhibition above about 34%;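 further: 0% = enzyme with vehicle and 100% = wells lacking enzyme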
V-ATPase pH – alters yeast V-ATPase proton transport. S. cerevisiae, pHLuorin cytosolic pH fluorescence. response, % at 10 µM. 0.37% of 350,000 active. AID 504577; in the data active means response mostly above about 7.3%, no sharp cut-off; inactive means mostly below about 5.4%; further: actives read high; inactives centre near 0; some compounds called inactive have numbers as strong as hits; reference of the scale not given here
HTR5A ag – counter-screen for OPRM1-OPRD1 agonists: human HTR5A agonism; activation, % at 9.3 µM; AID 504692; P47898; HTR5A agonist assay, luminescence, cell-based; 0.61% of 340,000 active; in the data active means activation mostly above about 9.5%, no sharp cut-off; inactive means mostly below about 7.6%;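 further: 0% = cells with vehicle only and 100% = reference agonist; strong numbers were not always called active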
Pemphigus Ab inh – blocks pemphigus antibody binding to human desmoglein-3. P32926. DSG3-coupled beads, scFv-anti-DSG3-GFP binding, flow cytometry; stronger effect = lower value. binding (percent of control), % at 10 µM. 0.48% of 310,000 active;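 active means binding more than 3 SD below its plate's average and above zero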;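 further: hits lower antibody fragment binding to DSG3; some compounds called inactive have numbers as strong as hits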
Target sequence (P32926 whole entry, looked up, the tested form may be a part): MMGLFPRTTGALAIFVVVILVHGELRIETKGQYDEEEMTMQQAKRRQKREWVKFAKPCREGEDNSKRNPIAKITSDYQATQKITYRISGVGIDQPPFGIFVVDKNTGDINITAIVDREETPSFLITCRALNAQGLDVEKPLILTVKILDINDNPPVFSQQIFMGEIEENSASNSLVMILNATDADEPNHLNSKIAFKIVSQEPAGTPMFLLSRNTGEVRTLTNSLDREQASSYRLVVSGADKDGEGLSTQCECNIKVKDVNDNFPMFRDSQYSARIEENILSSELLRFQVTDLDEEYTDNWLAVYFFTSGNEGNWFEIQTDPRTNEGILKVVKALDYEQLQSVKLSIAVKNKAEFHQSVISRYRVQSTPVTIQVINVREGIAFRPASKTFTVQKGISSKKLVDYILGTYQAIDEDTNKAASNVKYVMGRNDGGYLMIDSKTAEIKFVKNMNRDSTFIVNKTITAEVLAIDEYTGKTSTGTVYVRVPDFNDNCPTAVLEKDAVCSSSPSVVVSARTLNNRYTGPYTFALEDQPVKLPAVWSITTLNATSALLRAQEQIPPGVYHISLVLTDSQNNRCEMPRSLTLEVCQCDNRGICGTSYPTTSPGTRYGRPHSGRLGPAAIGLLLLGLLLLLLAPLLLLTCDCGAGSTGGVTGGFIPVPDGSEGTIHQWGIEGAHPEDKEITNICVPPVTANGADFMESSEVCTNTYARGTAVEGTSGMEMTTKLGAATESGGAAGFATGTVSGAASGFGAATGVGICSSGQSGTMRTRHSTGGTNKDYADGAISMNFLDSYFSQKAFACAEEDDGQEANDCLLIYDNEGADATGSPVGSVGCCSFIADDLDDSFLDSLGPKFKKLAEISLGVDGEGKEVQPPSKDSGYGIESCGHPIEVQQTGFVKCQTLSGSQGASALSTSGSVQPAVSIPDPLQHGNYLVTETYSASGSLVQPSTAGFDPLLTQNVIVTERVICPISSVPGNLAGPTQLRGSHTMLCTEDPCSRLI
PKA-R1A activ – activators of PKA-R1A complex. AID 504707. PKA-R1A dissociation, Cy5-IP20 fluorescence polarization; scaled: DMSO 0%, 113 µM cGMP 100%. activation, % at 11.4 µM. 0.083% of 340,000 active. P00514+P68181;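 active means percent activation above the mean of all tested compounds plus 3 SD, cut at about 19% in these data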;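 further: higher means more PKAc released from R1A so a rise in polarization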
* = called active by the depositor; / = no result given.

SMILES | MOR-DOR ag | OPRM1-OPRD1 inv | Arr AP2 block | HTR5A inv ctr | PKA-R2B act | DAGLB inhibitor | V-ATPase pH | HTR5A ag | Pemphigus Ab inh | PKA-R1A activ
COc1ccccc1NC(=O)Cc1nnc(SCC(=O)c2ccccc2)n1C | -1.7 | 9 | 1 | 0 | -3 | 2 | 3 | 0 | 104 | -11
CC(CCc1ccccc1)NC(=O)CNc1cccc([N+](=O)[O-])c1 (configuration not stated) | -2.9 | 16 | -4 | 12 | -2 | 2 | -1 | -4 | 110 | 9
c1ccc(-c2nnc(CN3CCC4(CC3)OCCO4)o2)cc1 | -0.8 | 5 | 13 | 8 | 11 | 1 | -2 | -3 | 108 | 6
CCOc1ncccc1C(=O)Nc1ccc(S(=O)(=O)Nc2cc(C)nc(C)n2)cc1 | 1.8 | -8 | -5 | 12 | -2 | 1 | 0 | -5 | / | -4
O=C(NCC(c1ccco1)N1CCN(c2ccc(F)cc2)CC1)C(=O)NC1CC1 (configuration not stated) | -0.7 | 5 | 25 | -5 | 11 | -1 | -2 | 2 | 105 | 1
N#CCCn1ncn(-c2ccccc2)c1=S | -0.6 | 3 | 1 | 1 | -13 | 0 | 1 | 3 | / | -9
COc1ccc(C(=O)NCC(=O)OCCOc2ccc(Cl)cc2)cc1OC | -3.3 | 18 | 37 | -3 | 0 | -2 | -4 | 1 | 95 | 5
CCCC1=NN(c2ccc([N+](=O)[O-])cc2)C(=O)/C1=C\N(C)C | -0.7 | 4 | 14 | 6 | -3 | 9 | 0 | -2 | 102 | -8
Cc1cc(C)c(C#N)c(Nc2ccc(F)cc2)n1 | 1.9 | -9 | 6 | 0 | 2 | -4 | 0 | 0 | 92 | -9
COc1ccc(Cc2c(O)nc(SCC(=O)N3CCOCC3)[nH]c2=O)cc1 | -2.1 | 12 | 1 | -13 | -11 | 0 | 5 | 5 | 100 | -2
COc1ccc(C(=O)NCC(c2cccnc2)N2CCN(c3ccccc3)CC2)cc1OC (configuration not stated) | -1.5 | 9 | 4 | -6 | 8 | 1 | -3 | -2 | 113 | -2
O=C1c2nc3ccccn3c2C(=O)N1Cc1ccccc1 | 1.5 | -9 | 3 | 0 | 4 | -3 | 1 | 0 | 99 | 1
CCNC(=O)NC(=O)CSc1ccccc1F | -2.0 | 10 | 1 | 21 | 6 | 0 | 1 | 4 | 82 | 0
NC(=O)c1ccccc1NC(=O)/C=C/c1ccc(Cl)cc1 | 4.8 | -26 | 0 | -5 | -5 | -3 | 2 | 8 | 102 | -2
NC(=O)c1ccccc1N=Cc1ccccn1 | -5.1 | 22 | 1 | 4 | -8 | 0 | 3 | -1 | 102 | -17

Some of the entries so far, with values under each structure.
Screens in order: MOR-DOR ag | OPRM1-OPRD1 inv | Arr AP2 block | HTR5A inv ctr | PKA-R2B act | DAGLB inhibitor | V-ATPase pH | HTR5A ag | Pemphigus Ab inh | PKA-R1A activ
- CCOc1ncccc1C(=O)Nc1ccc(S(=O)(=O)Nc2cc(C)nc(C)n2)cc1
  1.8 | -8 | -5 | 12 | -2 | 1 | 0 | -5 | / | -4
- O=C(NCC(c1ccco1)N1CCN(c2ccc(F)cc2)CC1)C(=O)NC1CC1 (configuration not stated)
  -0.7 | 5 | 25 | -5 | 11 | -1 | -2 | 2 | 105 | 1
- N#CCCn1ncn(-c2ccccc2)c1=S
  -0.6 | 3 | 1 | 1 | -13 | 0 | 1 | 3 | / | -9
- COc1ccc(C(=O)NCC(=O)OCCOc2ccc(Cl)cc2)cc1OC
  -3.3 | 18 | 37 | -3 | 0 | -2 | -4 | 1 | 95 | 5
- CCCC1=NN(c2ccc([N+](=O)[O-])cc2)C(=O)/C1=C\N(C)C
  -0.7 | 4 | 14 | 6 | -3 | 9 | 0 | -2 | 102 | -8
- Cc1cc(C)c(C#N)c(Nc2ccc(F)cc2)n1
  1.9 | -9 | 6 | 0 | 2 | -4 | 0 | 0 | 92 | -9
- COc1ccc(Cc2c(O)nc(SCC(=O)N3CCOCC3)[nH]c2=O)cc1
  -2.1 | 12 | 1 | -13 | -11 | 0 | 5 | 5 | 100 | -2
- COc1ccc(C(=O)NCC(c2cccnc2)N2CCN(c3ccccc3)CC2)cc1OC (configuration not stated)
  -1.5 | 9 | 4 | -6 | 8 | 1 | -3 | -2 | 113 | -2
- O=C1c2nc3ccccn3c2C(=O)N1Cc1ccccc1
  1.5 | -9 | 3 | 0 | 4 | -3 | 1 | 0 | 99 | 1
- CCNC(=O)NC(=O)CSc1ccccc1F
  -2.0 | 10 | 1 | 21 | 6 | 0 | 1 | 4 | 82 | 0
- NC(=O)c1ccccc1NC(=O)/C=C/c1ccc(Cl)cc1
  4.8 | -26 | 0 | -5 | -5 | -3 | 2 | 8 | 102 | -2
- NC(=O)c1ccccc1N=Cc1ccccn1
  -5.1 | 22 | 1 | 4 | -8 | 0 | 3 | -1 | 102 | -17

Looked up above.
DAGLB inhibitor with `O=C(NCC(c1ccco1)N1CCN(c2ccc(F)cc2)CC1)C(=O)NC1CC1` (configuration not stated) : -1
HTR5A inv ctr with `COc1ccc(C(=O)NCC(=O)OCCOc2ccc(Cl)cc2)cc1OC` : -3

Other compounds:
SMILES | MOR-DOR ag | OPRM1-OPRD1 inv | Arr AP2 block | HTR5A inv ctr | PKA-R2B act | DAGLB inhibitor | V-ATPase pH | HTR5A ag | Pemphigus Ab inh | PKA-R1A activ
COc1ccc(CCC(C)N2CCC(Oc3ccc(C(=O)N4CCCC4)cc3)CC2)cc1 (configuration not stated) | 2.8 | -15 | 7 | 9 | 3 | 0 | 0 | 7 | 121 | -3
COc1ccccc1C(=O)NCCCNc1ccc([N+](=O)[O-])cc1 | -1.3 | 8 | -4 | 4 | -6 | 1 | -1 | -1 | 94 | -6
COC(=O)C(NC(=O)c1c(C)nn(C)c1Cl)c1ccccc1 (configuration not stated) | -0.5 | 2 | 1 | 1 | -6 | 0 | -1 | 0 | 95 | 2
c1ccc(-c2csc3ncnc(N4CCc5ccccc5C4)c23)cc1 | 4.8 | -25 | 5 | -26 | -3 | -5 | 2 | 0 | 98 | -2
CC(C)O/C(=N\S(=O)(=O)c1ccc(Cl)cc1)c1ccccc1 | -1.3 | 7 | 2 | -24 | -11 | 0 | -1 | 5 | 101 | 1
COc1ccc(CCNc2cc(-c3ccccc3)nc3ncnn23)cc1 | 0.0 | 0 | 0 | -18 | 4 | -2 | / | 2 | 96 | -12
CCOC(=O)C1CCCN(Cc2ccccc2OCC)C1 (configuration not stated) | -1.4 | 7 | 11 | 0 | -3 | -2 | -1 | 7 | 100 | -11
O=C(COC(=O)c1ccc(Br)o1)Nc1ccc(S(=O)(=O)N2CCCC2)cc1 | -2.3 | 14 | 23 | -7 | -3 | 0 | 0 | 3 | 101 | -1
CC1Cc2nc(SCC(=O)N3CCN(c4ccccc4)CC3)n(CCc3ccccc3)c(=O)c2S1 (configuration not stated) | -1.5 | 9 | 1 | -29 | -8 | -2 | 3 | 9 | 94 | -15
CCOc1ccccc1CN1CCNC(=O)C1CC(=O)NCc1nccn1CC (configuration not stated) | -2.9 | 16 | -17 | -13 | 5 | 0 | -4 | 1 | 103 | -3
COc1ccc(S(=O)(=O)N2CCOCC2)cc1NC(=O)COC(=O)CC1CC2CCC1C2 (configuration not stated) | -0.7 | 3 | -17 | -9 | 0 | 0 | 0 | 2 | / | 1
CCN(CC)CCN1C(=O)c2ccccc2NC1c1ccc(N(C)C)cc1 (configuration not stated) | -3.5 | 17 | 0 | 17 | 1 | 0 | -2 | -8 | 96 | -18
Cn1nnnc1SCC(=O)Nc1ccccc1Cl | -1.3 | 8 | 5 | -28 | -4 | 2 | 1 | 0 | 115 | 2
CCn1cc([N+](=O)[O-])c(C(=O)N2N=C(c3ccc4ccccc4c3)CC2c2cc(Br)ccc2O)n1 (configuration not stated) | 0.8 | -4 | 13 | -29 | -2 | -1 | 1 | 8 | 95 | 2
CN(Cc1ccccc1)C(=O)c1ccc(NC(=O)Cc2cccc([N+](=O)[O-])c2)cc1 | -0.1 | 1 | 1 | -19 | -5 | -1 | -1 | 6 | 98 | -4
O=C(O)C1=C[C@H](c2ccc(C(F)(F)F)cc2)C[C@H](OCCCCO)O1 | -2.9 | 16 | -7 | 0 | 7 | 1 | -4 | 6 | 102 | 2
O=C(C[n+]1cc(-c2ccccc2)n2c1CCCCC2)c1ccc(Br)cc1 | -1.6 | 7 | 16 | -5 | -2 | -1 | 1 | 2 | / | -2
Cc1[nH]c2ccccc2c1C(=O)CN1CCCCC1CCO (configuration not stated) | -2.4 | 10 | -1 | -3 | -5 | 0 | 0 | -1 | 107 | -5
COc1ccc(-c2coc3cc(OC)cc(O)c3c2=O)cc1 | 7.4 | -37 | 11 | -23 | -3 | -8 | -1 | 3 | 89 | -1
CCCCn1c(N)c(N(CCOC)C(=O)C2CC(=O)N(c3cccc(SC)c3)C2)c(=O)[nH]c1=O (configuration not stated) | -0.7 | 5 | -4 | 3 | 1 | 2 | 5 | -3 | 101 | 1
CC(NC(=O)CCCCCCN1C(=O)c2ccccc2C1=O)c1ccc2c(c1)CCCC2 (configuration not stated) | -0.7 | 4 | -8 | 1 | -4 | -8 | -2 | 3 | 123 | -4
CCNC(=O)C(=O)N/N=C/c1cc([N+](=O)[O-])ccc1O | -2.8 | 18 | 6 | 11 | 7 | 4 | -1 | -5 | 86 | 6
O=C(CSc1ncc(-c2ccccc2)[nH]1)Nc1ccccc1 | 2.2 | -13 | 8 | -28 | -10 | 2 | -1 | 12 | 99 | 3
O=C(/C=C/c1cccc([N+](=O)[O-])c1)Nc1cccc(NC(=O)c2ccco2)c1 | 0.3 | -2 | 8 | -32 | -2 | 0 | 3 | 13 | 54 | -1
COc1ccc(S(=O)(=O)N(C)CC(=O)Nc2ccccc2SC)cc1 | -1.1 | 6 | 0 | -12 | -3 | -4 | 2 | -2 | 107 | -13
C/C(=N\Nc1cc(N2CCOCC2)ncn1)c1ccccc1 | -0.1 | 1 | 1 | -8 | -1 | 1 | -1 | 2 | 120 | 3
Cc1cccc(NC(=O)c2nc[nH]c2C(=O)N[C@@H](CCCCNC(=O)OC(C)(C)C)C(=O)OC(C)(C)C)c1 | 4.5 | -25 | -1 | -15 | -10 | -2 | 2 | 1 | 103 | -4
COc1c2c(cc3c1C(CC(O)Cc1ccccc1)N(C)CC3)OCO2 (configuration not stated) | 0.8 | -3 | 8 | 8 | -2 | 0 | -5 | -2 | 110 | -8
CSc1ccccc1C(=O)Nc1cc2c(cc1C(=O)O)OCCCO2 | 1.4 | -12 | -9 | 6 | -8 | 3 | 2 | 0 | 98 | 3
COc1ccc(OC)c(/C=C/C(=O)OCC(=O)NCc2cccs2)c1 | -4.2 | 18 | -9 | 15 | -4 | -10 | 2 | -6 | 92 | 7
Cc1cc(N=NC(=O)c2ccccc2O)c2ccccc2c1O | -4.3 | 28 | 2 | 0 | -13 | 8 | 1 | 0 | 82 | 6
